# TSHR antagonist: human thyrotropin receptor antagonism; 0.2% of 330,000 active; activity change, negative = inhibition, % at 11.5 µM; P16473; TSHR-expressing cells, TSH-stimulated cAMP HTRF, 2 h; hits give low values;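 active = activity change below a set negative limit, meaning inhibition stronger than a set level, cut at about -70% in these data; inconclusive = activity change between two set negative limits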; note: % is set by controls: 0 for no effect and ±100 for the full control effect
# Target sequence (P16473 whole entry, looked up): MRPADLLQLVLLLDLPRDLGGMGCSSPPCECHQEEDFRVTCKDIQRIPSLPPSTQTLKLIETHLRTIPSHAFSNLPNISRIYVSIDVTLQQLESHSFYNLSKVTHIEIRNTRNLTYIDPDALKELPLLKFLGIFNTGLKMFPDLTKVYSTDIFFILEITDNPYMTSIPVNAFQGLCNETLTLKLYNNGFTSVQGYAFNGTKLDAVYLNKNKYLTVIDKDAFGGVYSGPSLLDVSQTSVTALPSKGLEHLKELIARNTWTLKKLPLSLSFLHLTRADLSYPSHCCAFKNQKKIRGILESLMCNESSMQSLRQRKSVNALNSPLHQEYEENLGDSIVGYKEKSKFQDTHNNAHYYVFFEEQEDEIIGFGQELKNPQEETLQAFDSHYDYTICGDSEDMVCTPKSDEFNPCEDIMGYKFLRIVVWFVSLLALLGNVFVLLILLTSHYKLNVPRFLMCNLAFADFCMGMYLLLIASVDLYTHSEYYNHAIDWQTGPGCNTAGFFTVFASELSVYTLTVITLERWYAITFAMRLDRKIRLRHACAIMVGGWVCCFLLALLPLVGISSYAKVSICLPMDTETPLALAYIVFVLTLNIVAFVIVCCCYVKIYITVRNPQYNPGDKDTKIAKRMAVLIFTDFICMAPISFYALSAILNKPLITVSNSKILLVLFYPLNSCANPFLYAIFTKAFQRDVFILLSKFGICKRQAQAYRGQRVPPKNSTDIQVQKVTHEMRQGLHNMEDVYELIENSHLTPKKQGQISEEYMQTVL
#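 Antagonism was scored as loss of TSH-driven cAMP in TSHR cells, stimulated with 4nM TSH (EC80) for 2 hours at 37 deg C and detected by homogeneous HTRF competition immunoassay.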
# S-ASM inh: inhibitors of human secretory acid sphingomyelinase; AID 504937; 0.006% of 340,000 active; P17405; Potency, µM (highest dose often 57.5 µM), inactives show at the highest dose activity change, negative = inhibition, hits mostly inhibitors; placental ASM, HMU-PC fluorogenic substrate, 60 min; note: potency is the fitted concentration of half-maximal effect
#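 HMU-PC0 cleavage (9 uM final) by human placental ASM, 60 min at 37 °C following 10 min compound exposure at RT; stopped at pH 10, fluorescence Ex 386/Em 447 nm.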
# PKM2 activator: increases activity of human pyruvate kinase M2 | P14618 | purified PKM2, Kinase-Glo ATP luminescence, activation; response scale: 0% is enzyme alone, no compound | Potency, µM (top dose mostly 57.5 µM), inactives show at the top dose activation, usual class: activators | 0.34% of 260,000 active | AID 1631; note: potency is the fitted concentration of half-maximal effect; % is set by controls: 0 for no effect and ±100 for the full control effect; nearly all actives have a fitted effect of over 55% in size
#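 Purified hPK-M2 (>95% pure) converted ADP (0.1 mM final) to ATP with 0.5 mM PEP in 50 mM imidazole pH7.2, KCl, MgCl2, Tween 20, BSA; 1 h at room temperature. ATP detected by Kinase-Glo luminescence.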
# GALK inhibitor: galactokinase (human) inhibition. Purified GALK, Kinase-Glo residual ATP luminescence. Potency, µM (series often up to 57.5 µM), for inactives: top-dose activity change, negative = inhibition, hits mostly inhibitors. P51570. 0.007% of 270,000 active. AID 1868; note: potency is the fitted concentration of half-maximal effect; % is set by controls: 0 for no effect and ±100 for the full control effect
#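 Luminescence from leftover ATP (Ultra-Glo luciferase/luciferin) served as read-out after a 1 h room-temperature reaction of 5 nM GALK with 35 uM ATP and 100 uM galactose.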
# Menin-MLL TR inh: inhibitors of human menin-MLL interaction, mutant MLL peptide; O00255; Menin + Texas Red MLL mutant peptide, fluorescence polarization; Potency, µM (highest dose often 61.6 µM), for inactives: at the highest dose FP activity change, negative = inhibition, hits mostly inhibitors; 0.23% of 270,000 active; active = well fitted inhibition curve with a large enough effect in the polarisation, with a control signal flat, not every such curve was filed as active; inconclusive = small, poorly fitted or top-dose-only effect, or effect the other way, or a change in a side signal; inactive = no such curve, though single readings can be large or run the other way; the % refers to the polarisation; note: potency is the fitted concentration of half-maximal effect; % of control where 0% means no effect; many of its hits are not listed in these tables
# USP2a block: USP2a (human) protease inhibition; Potency, µM (highest dose often 38.3 µM), without a hit: top-dose activity change, negative = inhibition, most hits filed as inhibitors; AID 463254; O75604; USP2 core, Ub-CHOP2 coupled fluorogenic reporter, 485/531; 0.01% of 330,000 active;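 note: potency is the fitted concentration of half-maximal effect; plate controls were DMSO wells for no effect and full inhibition by NEM control for full effect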
#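 USP2 core (10nM final) preincubated 30min RT with compound in 20mM Tris-HCl pH 8.0, 2mM CaCl2, 2mM beta-mercaptoethanol, 0.05% CHAPS; 25nM Ub-CHOP2 plus 25nM reporter substrate added, fluorescence (Ex485/Em531) read after 60min.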
# Eya2 inh: inhibitors of human Eya2 phosphatase activity; recombinant Eya2, OMFP fluorescence dephosphorylation (OMFP is methylfluorescein phosphate); AID 488837; 0.006% of 330,000 active; Potency, µM (top dose mostly 76.9 µM), without a hit: at the highest dose activity, negative = inhibition, usual class: inhibitors; note: potency is the fitted concentration of half-maximal effect; % is set by controls: 0 for no effect and ±100 for the full control effect
#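 Eya2 protein (added as 0.2 uM solution) was preincubated with compound for 10 min at ambient temperature in 50 mM HEPES pH 7.5, 50 mM NaCl, 5 uM MgCl2, 0.05% BSA, 1 mM DTT. OMFP (added at 50 uM) then reacted 10 min; fluorescence read at 485/525 nm.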
# Mito fusion act: inhibitors of mitochondrial division or activators of mitochondrial fusion | S. cerevisiae fusion-defective mutant growth rescue, CellTiterGlo 48 h | Potency, µM (doses to about 46.1 µM), for inactives: at the top dose growth rescue (activation), hits mostly activators | 0.23% of 320,000 active | AID 485298;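 note: potency is the fitted concentration of half-maximal effect; % of control where 0% means no effect; nearly all actives have a fitted effect of over 45% in size; temperature-sensitive fusion mutants such as fzo1-1 at 37 °C on non-fermentable ethanol glycerol medium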
#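 Read-out: ATP-based luminescence (CellTiterGlo, 10 min ambient) reporting growth of fusion-defective ts yeast after 48 hours at 37C on glycerol/ethanol YPEG medium in the presence of compound.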
# MBNL1 CUG block: MBNL1-poly(CUG) RNA binding inhibition | Q9NR56 | TR-FRET MBNL1-His/biotin-(CUG)12 binding, 665/545 ratio | Potency, µM (doses to about 57.5 µM), without a hit: at the top dose activity change, negative = inhibition, most hits filed as inhibitors | 0.036% of 280,000 active | AID 2675; active = well fitted inhibition curve with a large enough effect in the signal ratio, with a control signal flat, not every such curve was filed as active; inconclusive = small, poorly fitted or top-dose-only effect, or effect the other way, or a change in a side signal; inactive = no such curve, though single readings can be large or run the other way; the % refers to the signal ratio; note: potency is the fitted concentration of half-maximal effect; % is set by controls: 0 for no effect and ±100 for the full control effect
#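 His-tagged MBNL1 binding to biotinylated (CUG)12 RNA was measured by TR-FRET using terbium anti-His antibody (0.055 ng/ul final) and streptavidin-XL665 (5 nM final). Compounds were titrated 92 nM to 58 uM; 60 min at room temperature.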
# Chronic BCR inh: chronic active BCR signaling inhibition. AID 493014. 0.05% of 340,000 active. Potency, µM (doses to about 46.1 µM), inactives show top-dose ratio change, negative = lower green/red ratio, most hits filed as inhibitors. ABC-DLBCL IkBa-CBG/CBR reporter, luminescence ratio, 4 h; active = well fitted inhibition curve with a large enough effect in the signal ratio, with a control signal flat, not every such curve was filed as active; inconclusive = small, poorly fitted or top-dose-only effect, or effect the other way, or a change in a side signal; the % refers to the signal ratio;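 note: potency is the fitted concentration of half-maximal effect; plate controls were basal doxycycline-induced cells for no effect and cells given 10 µM MG132 for full effect; MG132 reads +100%, hits lower the ratio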
#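 Concentration-response series (up to 46 uM) were applied to TMD8 dual-reporter cells for 4 h at 37C with doxycycline. Green/red ratio, after filter-overlap correction, defined %Activity; red signal alone was normalised to basal cells and zero luminescence.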
# hERG WT inh: inhibitors of human wildtype KCNH2 potassium channel; 0.37% of 340,000 active; activity change, % at 1.84 µM; AID 720551; U2OS, BacMam KCNH2, thallium flux FluxOr; hits give low values;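 active = maximum activity change below -70%; inconclusive = maximum activity change between -70% and -50%; inactive = maximum activity change above -50%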; note: % is set by controls: 0 for no effect and ±100 for the full control effect
#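 U2OS cells were transduced with wild-type KCNH2 virus (2.03 x 10^8 / mL) for 4 h at room temperature, then cultured overnight at 37 C. Thallium flux was read with FluxOr dye. Rate constants were normalized to DMSO controls.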
# Starred values were filed as active, the others as inactive; u = inconclusive; x = not tested or not shown; [ ] = another dose, or the depositor's remark. Unless noted, calls come from the whole dose curve; as a rule, active = well fitted curve in the direction sought with a large enough effect; inconclusive = small, poorly fitted or top-dose-only effect, or another doubt; inactive = no such curve, though single readings can be large; an effect the other way counts as inactive or inconclusive. An excerpt; the hit share may differ from the screen's.
SMILES,TSHR antagonist,S-ASM inh,PKM2 activator,GALK inhibitor,Menin-MLL TR inh,USP2a block,Eya2 inh,Mito fusion act,MBNL1 CUG block,Chronic BCR inh,hERG WT inh
O=C(c1ccccc1)c1nn(-c2ccc(Cl)cc2)c(=O)cc1C(F)(F)F,40,-2%,10%,0%,x,-4%,-16%,5%,u,u,-17
CN(C)C(=O)CNc1n[nH]c(=S)[nH]c1=O,5,3%,0%,0%,x,9%,-17%,3%,x,4%,-2
Cc1ccc(Cl)cc1S(=O)(=O)N1CCC(C(=O)NC2CCN(Cc3ccccc3)CC2)CC1,3,1%,3%,-1%,8%,3%,-9%,6%,-2%,2%,37
Cc1ccoc1C(=O)Nc1cccc(Oc2ccccc2)c1,3,-23%,5%,0%,u,-1%,16%,2%,1%,1%,0
CCN(CC(=O)NC(c1ccccc1)c1ccccc1)Cc1nc2ccccc2c(=O)[nH]1,4,-9%,4%,1%,-24%,-2%,14%,1%,-7%,0%,-12
O=C(c1ccccc1)N1CCCC(C(=O)N2CCc3ccccc3C2)C1 (stereo not drawn),-13,4%,1%,1%,-7%,2%,6%,-1%,-3%,10%,3
O=C1CCCC2=C1C(c1cccc(O)c1)C1=C(N2)c2ccccc2C1=O (stereo not drawn),22,-2%,7%,10%,u,3%,10%,-3%,u,3%,8
CN(C)CCCNc1nc(N)c([N+](=O)[O-])c(NCCO)n1,-11,-2%,0%,7%,x,-1%,22%,2%,x,-4%,12
CC(NC(=O)c1ccc2ccccc2n1)c1ccccc1 (stereo not drawn),-10,-3%,0%,-1%,1%,1%,4%,1%,7%,-8%,41
Cc1cc2oc(C(=O)NC3CCS(=O)(=O)C3)c(C)c2cc1C (stereo not drawn),1,-3%,12%,-5%,-2%,0%,2%,-7%,-4%,u,5
CN1CCN(CCCc2c3c(cc4c2CCC4)CCC3)CC1,17,-2%,-15%,x,-4%,3%,-18%,-9%,-10%,-2%,-21
CC(C)n1c(-c2ccccc2F)n[nH]c1=S,4,6%,-4%,2%,7%,-2%,-19%,-5%,5%,-1%,14
CN(CC(=O)Nc1ccccc1C(F)(F)F)C(=O)Cc1ccccc1F,-7,4%,6%,8%,-15%,-1%,6%,1%,-6%,2%,2
CCOc1ccc(N(CC(=O)NCc2ccc(F)cc2)C(=O)c2snc(C(N)=O)c2N)cc1,5,316%[activator],-11%,-2%,2%,4%,1%,11%,37%[activator],-1%,4
CSc1ccc(NC(=O)Nc2cc(C)ccn2)cc1,-5,3%,4%,6%,-13%,11%,-9%,-11%,-6%,u,-16
NC(=O)C1CCN(CC(=O)Nc2ccccc2Sc2ccccc2)CC1,0,2%,13%,0%,3%,1%,2%,-2%,-5%,-3%,6
Cc1nc2ccccc2c(=O)n1-c1ccc(F)c(NC(=O)c2cccs2)c1,5,-2%,x,x,x,0%,2%,6%,x,-11%,2
CCC1(c2ccccc2)NC(=O)N(CC(=O)Nc2ccc(OC)nc2)C1=O (stereo not drawn),7,0%,-4%,-4%,x,u,28%,1%,10%,9%,-10
Cc1cnnc2ccc3c(no[n+]3[O-])c12,7,3%,19%,2%,3%,1%,-3%,-2%,u,u,5
CCCCNC(=O)CSc1nnc(-c2ccco2)n1C,-6,4%,-4%,1%,-4%,2%,8%[15.4 µM],1%,-3%,3%,7
CN(CC(=O)NCCCN1CCOCC1)S(=O)(=O)c1ccc(Br)cc1,28,4%,10%,0%,9%,1%,-8%,-5%,-7%,u,-4
COc1ccc(N=NC2=C(O)CC(C)(C)CC2=O)cc1,-20,-1%,1%,1%,-15%,3%,-10%,-4%,u,u,2
O=C(NCc1ccncc1)C(=O)Nc1nccs1,1,-1%,0%,x,x,3%,-2%,-3%,-9%,0%,0
CN(C(=O)c1ccc(COc2ccccc2Br)o1)c1ccccc1,-5,-3%,-3%,0%,u,-4%,0%,1%,-3%,u,-6
Fc1cccc(-c2nn[nH]n2)c1,-5,0%,2%,2%,4%,5%,-3%,-2%,-1%,0%,-3
O=C(NCc1ccco1)/C(=C\c1ccco1)NC(=O)c1ccccc1Cl,7,5%,x,-4%,10%,1%,-9%,-7%,10%,u,2
CCCCN(C(=O)CSc1n[nH]c(-c2ccc(C)cc2)n1)c1c(N)n(CCCC)c(=O)[nH]c1=O,-2,-1%,x,x,x,3%,-10%,-2%,x,-14%,-2
O=C(Cc1cc(=O)[nH]c(=O)[nH]1)NCc1ccc(Cl)cc1,8,6%,-11%,x,12%,2%,-4%,1%,u,u,0
C=CCn1c(N2CCCCCC2)nc2c1c(=O)[nH]c(=O)n2C,-6,-4%,-4%,0%,-3%,0%,-30%,0%,3%,2%,5
CNS(=O)(=O)c1cc(-c2nnc(Nc3ccc(NC(C)=O)cc3)c3ccccc23)ccc1C,-6,-2%,x,x,10%,1%,4%,6%,u,u,6
COc1ccc(NC(=O)c2cc3ccccc3oc2=O)c(OC)c1,15,1%,0%,3%,20%,-3%,-3%,1%,11%,-5%,-24
COc1ccc(CNC(=S)NC(C)CCc2ccccc2)cc1 (stereo not drawn),23,-1%,-4%,-1%,21%,0%,-3%,-2%,-1%,-16%,-2
CC1=NN(c2ccccc2)C(=O)C1C(=O)c1ccc([N+](=O)[O-])cc1 (stereo not drawn),-3,0%,2%,0%,20%,10%,15%,5%,u,u,-30
Cc1ccc(-n2nnnc2SCC(=O)NC2CCCc3ccccc32)cc1 (stereo not drawn),4,1%,-2%,2%,-1%,6%,-18%,-2%,8%,1%,-1
CN(Cc1cn(C)nc1-c1ccccc1F)Cc1nccn1C,-6,1%,0%,1%,7%,0%,-2%,3%,0%,-3%,5
O=C(O)c1ccc(/C=N/Nc2ccc(C(F)(F)F)cn2)cc1,-4,10%,-12%,0%,-12%,-1%,-5%,2%,7%,u,2
CCc1nc(SCC(=O)Nc2nccs2)c2oc3ccccc3c2n1,-13,-1%,7%,0%,31%[activator],1%,-12%,-6%,8%,-2%,-4
CC(=O)Nc1ccc(S(=O)(=O)NC2=C(N3CCN(c4ccc(F)cc4)CC3)C(=O)c3ccccc3C2=O)cc1,-29,x,-10%,-2%,x,0%,4%,-2%,u,7%,0
COc1cc(OC)cc(-c2c(C#Cc3ccsc3)c3cc(-c4ccc(C(N)=O)cc4)ccc3n2C)c1,25,18%,x,x,x,-7%,0%,8%,x,0%,-4
COc1ccc(S(=O)(=O)N2CCCC(C(=O)NCCC(C)C)C2)cc1 (stereo not drawn),-6,5%,x,-2%,15%,4%,-2%,0%,-2%,2%,-3
C=CCn1c(-c2cc(-c3ccc(C)cc3)nc3ccccc23)n[nH]c1=S,-16,-8%,-1%,-2%,16%,0%,4%,-2%,40%[activator],1%,4
COc1cccc(C(C#N)N2N=C(C)CC2(C)C)c1O (stereo not drawn),9,-3%,-1%,1%,-2%,0%,4%,2%,-5%,-9%,-1
CCCCc1cc(=O)oc2c(C)c(OCC(=O)N3CCC(C(=O)O)(c4ccccc4)CC3)ccc12,-11,-4%,-2%,x,23%,-2%,-2%,-5%,-14%,u,1
CCCN1CCC(Oc2cccc(C(=O)NCCc3ccccc3)c2)CC1,35,x,-5%,-3%,x,0%,-4%,0%,-2%,1%,1
COc1cc(SC)ccc1C(=O)N(Cc1ccccc1)c1ccccn1,7,-4%,1%,9%,x,-2%,6%,-1%,0%,15%,0
COc1c(OC)c(O)c2c(=O)c(O)c(-c3ccccc3)oc2c1OC,-5,-9%,2%,2%,-17%,-3%,-7%,-3%,-5%,u,0
O=C1c2cccnc2C(=O)N1Cc1ccc(F)cc1,1,4%,7%,-3%,4%,1%,1%,-4%,u,-2%,8
CCn1c(=O)n(CC(=O)Nc2ccc(F)cc2)c(=O)c2ccccc21,6,4%,-7%,1%,13%,4%,3%,1%,u,2%,28
